Screening data deposited in PubChem BioAssay by several laboratories.
NR2E3 ag-1 – agonists of human NR2E3 nuclear receptor | AID 602229 | CHO-S Gal4-NCOR/VP16-NR2E3 two-hybrid, luciferase | inhibition of corepressor binding, % at 3.98 µM | hit rate 0.35% among 360,000;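 active = inhibition above the mean of all tested compounds plus 3 SD, cut at about 70% in these data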;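 note: 0% = DMSO with NR2E3 transfected cells and 100% = cells lacking NR2E3 construct; higher means lower luciferase signal from less NR2E3 corepressor binding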
Target sequence (Q9Y5X4 whole entry, looked up, the tested form may be a part): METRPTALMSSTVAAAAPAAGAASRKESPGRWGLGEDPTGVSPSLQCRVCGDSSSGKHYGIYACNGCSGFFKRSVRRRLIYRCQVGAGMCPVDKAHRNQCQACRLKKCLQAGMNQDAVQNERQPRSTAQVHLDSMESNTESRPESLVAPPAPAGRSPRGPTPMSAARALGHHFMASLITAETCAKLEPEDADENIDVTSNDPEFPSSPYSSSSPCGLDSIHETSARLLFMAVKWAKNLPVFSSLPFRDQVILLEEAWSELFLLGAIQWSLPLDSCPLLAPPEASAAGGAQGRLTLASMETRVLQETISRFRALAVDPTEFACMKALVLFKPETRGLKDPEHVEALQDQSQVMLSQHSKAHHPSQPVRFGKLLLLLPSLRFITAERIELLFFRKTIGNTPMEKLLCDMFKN
Exocytosis inh – blocks lytic granule exocytosis | TALL-104 LAMP-1 surface exposure, flow cytometry; cells stimulated with thapsigargin and PMA | inhibition, % at 10 µM | hit rate 0.66% among 360,000 | AID 651702;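 active = inhibition above about 55%, limit read from the data; inconclusive = no clear call, values can overlap the other calls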
PDI inh – blocks human protein disulfide isomerase activity; PDI insulin aggregation turbidity, A650, 90 min; inhibition, % at 10 µM; hit rate 0.052% among 350,000; AID 588391;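 active = mean inhibition across replicates of 30% or more, whatever share of single replicates reach that level; inconclusive = mean inhibition below 30% while every single replicate reaches 30%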;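 note: absorbance from insulin aggregation driven by PDI reduction with DTT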
Target sequence (P07237 whole entry, looked up): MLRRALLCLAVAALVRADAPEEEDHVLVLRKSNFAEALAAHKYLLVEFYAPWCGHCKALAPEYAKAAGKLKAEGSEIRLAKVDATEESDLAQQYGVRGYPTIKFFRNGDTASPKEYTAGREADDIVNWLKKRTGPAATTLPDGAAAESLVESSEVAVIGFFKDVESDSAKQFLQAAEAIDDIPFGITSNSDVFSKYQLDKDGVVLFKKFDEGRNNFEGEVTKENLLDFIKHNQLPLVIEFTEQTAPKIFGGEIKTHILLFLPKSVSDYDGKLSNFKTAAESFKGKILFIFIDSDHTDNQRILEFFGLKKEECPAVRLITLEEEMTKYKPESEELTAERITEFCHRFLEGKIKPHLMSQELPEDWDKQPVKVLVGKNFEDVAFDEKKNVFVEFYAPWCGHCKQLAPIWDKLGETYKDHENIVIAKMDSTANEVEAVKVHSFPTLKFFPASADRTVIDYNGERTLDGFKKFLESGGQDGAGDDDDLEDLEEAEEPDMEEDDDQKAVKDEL
CaV13 ICDI inh – Disruptors of the CACNA1D IQ motif to Ca2+-dependent inactivation inhibitor domain association, primary screening, Förster resonance energy transfer in intact living …; HEK cells, CFP/YFP FRET ICDI-IQ, plate reader, 10 min; percent FRET-ratio fall versus neutral wells; inhibition, % at 12.3 µM; hit rate 0.098% among 340,000;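 active = mean replicate inhibition of at least 30% and at least 1% of replicates passing that level; inconclusive = only one of the two criteria is met; inactive = neither criterion is met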;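 note: 0% = median of the neutral control wells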
MITF TRPM1 inh – MITF TRPM1 promoter inhibition in SK-MEL-5 cells. SK-MEL-5 TRPM1 promoter luciferase, 24 h. inhibition, % at 12.5 µM. hit rate 0.83% among 330,000. AID 488899;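 active = mean inhibition across replicates of 60% or more, whatever share of single replicates reaches that level; inconclusive = some that reach 60%, reason not given; inactive = mean inhibition across replicates below 60%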; note: values of inactives mirror those of a sister screen read the other way
Vif imaging – blocks HIV Vif function | hit rate 0.35% among 340,000 | HEK293T cells, Vif self-association by quenched fluorescence, imaging, 24 h | inhibition, % at 7.49 µM | AID 602346; in the data active = inhibition above about 50%, passing the limit was not always enough; inconclusive = no clear call, values can overlap the other calls; inactive = below about 31%; note: some results filed as inactive read as strong as hits
iPSC survival up – enhancers of human iPSC single-cell survival | hit rate 0.044% among 360,000 | survival enhancement, % at 20 µM | hiPSC single-cell survival, ATPlite luminescence; 100% = ROCK inhibitor wells, 0% = DMSO; in the data active = survival enhancement above about 18%;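 note: cells exposed to compounds for 16 hours before the ATP read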
aDG glyco act – alpha-DG glycosylation activation. Pro5-aDG cells, alpha-DG glycosylation AlphaScreen (IIH6); 0% Pro5, 100% B10-LARGE cell signal. activation, % at 10 µM. hit rate 0.22% among 360,000. AID 624168;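 active = activation of at least 8% versus controls, or a plate z-score of at least 8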;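 note: Pro5 are CHO cells carrying HIG-tagged alpha-DG that lacks glycosylation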
HIF-2a block – HIF-2a inhibition. inhibition, % at 18.8 µM. 786-0 RCC cells HIF-2a reporter, luciferase luminescence, overnight. hit rate 0.72% among 360,000;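 active = inhibition of the luminescence signal of 40% or more relative to plate controls, in a single-dose primary screen at 18.75 µM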
Peg3 promoter – reduces Peg3 promoter-driven luciferase expression in HeLa. hit rate 1.7% among 360,000. inhibition, % at 20 µM. HeLa PEG-Prom luciferase reporter, luminescence, overnight;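 active = inhibition of at least 50% at 20 µM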
NR2E3 ag-2 – activates human photoreceptor nuclear receptor NR2E3; Q9Y5X4; GST-NR2E3/biotin-RetCOR TR-FRET, 1536-well; inhibition of corepressor binding, % at 4.78 µM; hit rate 0.12% among 320,000; AID 2300;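 active = percent inhibition above the cutoff of mean plus 3 SD of all tested compounds, set per screening campaign, cut at about 20% in these data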;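 note: 0% = DMSO wells and 100% = biotin wells as full block of FRET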
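System: GST-tagged NR2E3 plus biotinylated RetCOR corepressor; Amount: 1.35 nM GST-tagged NR2E3 final; Dosing: single nominal compound dose of 4.8 µM; Schedule: 5 h incubation at 4 °C; Technique: TR-FRET with europium anti-GST and streptavidin-D2, 340 nm excitation; Controls: biotin wells as high control, 0.6% DMSO wells as low control.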
An asterisk follows results filed as active; u = inconclusive; x = not tested or not shown; & = joins results of further samples.

SMILES	NR2E3 ag-1	Exocytosis inh	PDI inh	CaV13 ICDI inh	MITF TRPM1 inh	Vif imaging	iPSC survival up	aDG glyco act	HIF-2a block	Peg3 promoter	NR2E3 ag-2
CCN(C(=O)COC(=O)Cc1ccccc1)c1c(N)n(Cc2ccccc2)c(=O)[nH]c1=O	-1	2	-6	-5	-7	-9	0.5	-0.4	-3	7	0
CCOC(=O)C1(c2ccccc2)CCN(CCC(=O)Nc2ccccc2OC)CC1	-22	3	-3	-21	-4	-5	-0.3	0.2	16	20	0
CCOc1ccccc1N1C(=O)CC(=O)NC1=O	-12	0	-4	-14	3	2	0.2	0.1	12	-4	4
CC/C(=N\Nc1cccc2ccccc12)c1c(O)[nH]c(=O)[nH]c1=O	-36	-5	0	-4	1	7	-0.1	0.2	4	19	1
CN(Cc1cccc(-c2ccncc2)c1)C(=O)Oc1ccccc1Cl	88*	19	x	x	x	x	0.6	0.8	-32	x	x
O=c1c2ccccc2nc(/C=C/c2ccc(O)cc2)n1-c1ccccc1O	-25	-2	13	-3	2	0	0.0	-0.2	-28	-28	-2
O=c1cccc2n1CC1CNCC2C1 (stereo not given)	-5	4	0	-7	18	24	8.4	0.9	7	-3	5
CC(C)(C)c1ccc(C(=O)C2CCCN(Cc3ccon3)C2)cc1 (stereo not given)	-25	-3	5	1	-31	1	-0.1	-0.2	-131	-106	1
C/C=C/c1ccc2c(c1)OCO2	-3	0	x	x	5	-1	4.7	0.1	20	7	5
COc1cc(OC)c2c(c1)O[C@@H](c1ccc(OC)c(OC)c1)[C@H](O)C2	0	4	8	-20	-11	2	-0.7	-0.1	14	-7	2
CCc1nccc2c1[nH]c1ccccc12	-17	-1	x	x	x	u	-1.2	0.0	-16	9	0
CS(=O)(=O)c1ccc(C2=C(CNC(=O)c3ccncc3)[C@H]3CC[C@@H](C2)N3Cc2ccccc2)cc1	4	-3	10	-6	x	-4	3.3	-0.1	-2	-13	x
O=C1/C(=C/c2ccc([N+](=O)[O-])cc2)N2CCC1CC2	-22	u	4	-2	-7	-7	0.2	-0.1	-16	-2	4
CC(C)(C)c1cc(OC(=O)Cc2ccccc2)ccc1O	15	6	-5	-20	10	16	0.9	0.0	6	-2	3
CCOC(=O)C(O)(c1ccc(NC(=S)NC(=O)c2ccc(Cl)cc2Cl)cc1)C(F)(F)F (stereo not given)	15	1	-21	-2	10	-15	-0.9	0.0	0	22	4
CCCCn1nnnc1C(CCc1ccccc1)N1CCC2(CC1)C(=O)NCN2c1ccccc1 (stereo not given)	-20	0	x	-8	x	9	-0.1	0.0	-2	22	x
C=CCn1c(O)c(C(CC)=NCc2ccc3c(c2)OCO3)c(=O)[nH]c1=O	-9	1	8	-5	x	-3	-0.1	0.1	10	23	-6
CCOc1cc2c(cc1OCC)-n1cccc1C(c1ccc(OC)cc1)NC2 (stereo not given)	-3	-5	-3	-4	0	7	-0.8	0.4	8	21	2
Cc1ccc(-c2cc(C(=O)N3CCC4(CC3)OCCO4)no2)cc1	-5	-1	0	-7	-19	4	0.9	-0.1	-107	-74	3
CC1(C)CC(=O)c2cc(OCC(=O)N3CCN(Cc4ccccc4)CC3)ccc2O1	-15	-5	5	-2	11	-3	0.2	0.1	3	10	0
Fc1ccc(C(OCCN2CCN(CCCc3ccccc3)CC2)c2ccc(F)cc2)cc1	19	22	-3	-5	42	-7	-1.9	0.7	-7	67*	-3
COC(=O)C1=C(c2ccc(OC)c(OC)c2)C[C@@H]2CC[C@H]1N2C(=O)N1CCCC1	16	1	-7	-3	-5	-2	0.8	-0.2	4	-11	1
C[C@]12CCC3C(CC[C@H]4CC(=O)CC[C@]34C)C1CCC2=O (stereo not given in full)	35	-3	0	-5	15	-7	1.8	-0.1	-8	-59	x
CC12Nc3ccccc3C(=O)N1Cc1cnnn1-c1ccccc12 (stereo not given)	-15	-7	x	-8	x	x	-0.7	-0.1	-4	x	x
CCN(CC)S(=O)(=O)c1ccc(N=Cc2c(O)n(-c3ccccc3)c(=O)[nH]c2=O)cc1	8	-5	-2	x	23	8	4.0	-0.1	13	-6	3

Two records drawn at random from the list so far, as already listed:
SMILES	NR2E3 ag-1	Exocytosis inh	PDI inh	CaV13 ICDI inh	MITF TRPM1 inh	Vif imaging	iPSC survival up	aDG glyco act	HIF-2a block	Peg3 promoter	NR2E3 ag-2
Cc1ccc(-c2cc(C(=O)N3CCC4(CC3)OCCO4)no2)cc1	-5	-1	0	-7	-19	4	0.9	-0.1	-107	-74	3
COC(=O)C1=C(c2ccc(OC)c(OC)c2)C[C@@H]2CC[C@H]1N2C(=O)N1CCCC1	16	1	-7	-3	-5	-2	0.8	-0.2	4	-11	1

Additional records
SMILES	NR2E3 ag-1	Exocytosis inh	PDI inh	CaV13 ICDI inh	MITF TRPM1 inh	Vif imaging	iPSC survival up	aDG glyco act	HIF-2a block	Peg3 promoter	NR2E3 ag-2
Cc1c(C(=O)O)cccc1-n1c(C)cc(/C=C2\C(=O)NC(=O)N(c3ccc4c(c3)OCO4)C2=O)c1C	-4	0	7	-4	3	18	0.0	0.3	6	2	8
CC1(C)Cc2c(C#N)c(N3CCNCC3)nc(-c3ccco3)c2CS1	-9	45	-10	-5	38	5	-0.9	0.3	15	78*	2
Cc1cc(=O)oc2c(C)c(OCC(=O)N3C[C@H]4C[C@@H](C3)c3cccc(=O)n3C4)ccc12	-7	-6	x	x	x	16	1.8	0.0	12	1	0
O=C(Cc1ccccc1)N1CCN(Cc2ccc([N+](=O)[O-])cc2)CC1	-20	-7	-5	7	-7	-7	0.5	0.4	17	9	2
CSc1ccc(C(=O)C2CCCN(Cc3ccn[nH]3)C2)cc1 (stereo not given)	-27	0	5	-5	-1	-13	-0.9	-0.1	-5	0	3
CN1C2CCC1CC(OC(=O)c1ccc(Cl)cc1)(C(=O)O)C2 (stereo not given)	28	6	-1	-2	-2	-1	4.5	-0.2	29	17	-1
COC(=O)C1=C(c2cccc(C#N)c2)C[C@@H]2CC[C@H]1N2C(=O)N1CCOCC1	22	3	-2	-10	-4	-2	1.9	-0.2	12	-11	2
NP(=O)(Oc1ccccc1)c1ccccc1 (stereo not given)	-25	14	0	-5	-2	20	-0.6	0.1	-6	-4	x
Cc1ccccc1N1C(=O)NC(=O)/C(=C\c2cc(C)n(C)c2C)C1=O	-14	-2	5	-1	-4	-1	1.2	-0.5	17	13	2
CCN1C[C@]2(COC)CC[C@H](O)[C@]34C1[C@](O)([C@@H](OC)[C@H]23)[C@@]1(O)C[C@H](OC)[C@H]2C[C@@H]4[C@@H]1[C@H]2OC	-6	-1	0	-4	0	-8	-1.4	-0.2	-2	1	3
CCN(CC)CCN=Cc1c(O)n(Cc2ccco2)c(=O)[nH]c1=O	-8	3	1	3	6	-5	0.7	-0.2	12	-6	0
CCOc1cc2c(cc1OCC)-n1cccc1C(c1ccc(F)cc1)NC2 (stereo not given)	-9	26	-13	-17	-1	-6	-0.4	0.2	11	15	1
Oc1ccccc1/C=N/NP(=S)(c1ccccc1)c1ccccc1	-7	-4	-4	-7	-25	-3	-1.1	0.0	-5	-8	-1
N#CC1C(C#N)C2CCC1C1C2N1c1ccccc1 (stereo not given)	19	-2	-5	-7	7	21	-1.3	0.1	10	-28	x
COc1ccc(-c2ccc3c(c2)CN(C(=O)CCc2ccccc2)Cc2cnnn2-3)cc1	-13	-3	x	-10	x	-2	-1.0	-0.1	11	26	x
Cn1c(O)c(/C=C2\C=Nc3ccccc32)c(=O)n(C)c1=O	-18	-4	11	-2	16	-1	-0.5	0.0	-5	8	4
O=C(Cn1ccc2ccccc2c1=O)NCC(=O)N1CCC2(CC1)OCCO2	-6	0	8	-7	1	-7	-0.4	-0.3	-2	-1	0
Nc1ccc(CC(N)c2csc(Nc3ncccn3)n2)cc1 (stereo not given)	-33	0	-2	-6	x	-3	-1.4	1.7	-134	-113	x
C=CCN1C(=O)C2(C(C(=O)OCC)=C(N)Oc3ccccc32)C2=C1CCCC2=O (stereo not given)	11	-4	-4	x	5	-3	-1.6	-0.1	10	14	6
Cc1ccc(N2C(=O)NC(=O)C(CCc3ccccn3)(Cc3cccc(Cl)c3Cl)C2=O)cc1 (stereo not given)	1	-3	6	-5	12	0	2.9	-0.1	12	5	1
CC[C@H](C)/C=C(C)/C=C/C1=CC2=C(Cl)C(=O)[C@@](C)(OC(C)=O)C(=O)C2=CO1	x	2	x	x	-2	-1	3.4	0.1	3	11	2
CCCCNC(C)Cc1ccccc1 (stereo not given)	-12	0	-1	x	-3	-9	-1.0	0.1	8	0	x
O=[N+]([O-])c1cccc(NP(=O)(N2CC2)N2CC2)c1	-32	-2	8	-9	-8	1	-1.4	0.1	8	10	x
CN1C(CC(O)c2ccccc2)CCCC1CC(O)c1ccccc1 (stereo not given)	-29	-2	-5	-4	-11	2	3.4	-0.1	5	-2	-3
Oc1ccc2c3c1OC1[C@H](O)CC[C@@]4(O)[C@@H](C2)N(CC2CC2)CC[C@]314 (stereo not given in full)	-22&-11	-1&1	-3&-5	x	6&-7	-2&-1	-0.9&-2.1	0.2&0.5	1&10	1&-15	x

Going on with the list:
SMILES	NR2E3 ag-1	Exocytosis inh	PDI inh	CaV13 ICDI inh	MITF TRPM1 inh	Vif imaging	iPSC survival up	aDG glyco act	HIF-2a block	Peg3 promoter	NR2E3 ag-2
Cc1cccc(NC(=O)CN2CCN(C(=O)COc3cccc(Br)c3)CC2)c1C	2	0	0	-17	15	-2	0.4	0.4	7	12	2
CCOc1cc(C)cc2oc(=O)c3c(c12)CCCC3	-15	40	-3	-4	7	-3	0.1	0.1	5	20	0
CC1(C)CSC(=NCc2ccccc2)N1	-1	2	-6	-20	8	-2	-0.9	-0.2	5	12	-1
Cc1[nH]c2ccccc2c1CCCNC1CCCCC1	28	-3	-2	-2	12	-1	-1.7	0.2	9	8	-3
Cc1ccc(S(=O)(=O)N2CC3CC(C2)c2cccc(=O)n2C3)cc1 (stereo not given)	-2	-1	7	-8	0	22	-1.1	-0.3	18	11	-2
N/C(=N\N=C\c1ccc(O)cc1O)N[N+](=O)[O-]	-19	0	0	-5	-7	x	1.6	0.1	14	8	-2
Cc1ccc(C2(O)CN3CCC2CC3)cc1 (stereo not given)	-19	-5	1	-14	0	0	2.0	0.1	8	10	0
COc1cc(CNCCc2ccc3c(c2)OCO3)cc(OC)c1OC	-12	8	-1	-6	5	1	-0.6	1.8	14	14	0
Cc1cccc(OCC(O)CN2CC2)c1 (stereo not given)	-29	-1	5	-6	x	6	-1.8	-0.1	12	3	x
CCCOP(=O)(OCCC)C(NC(=O)c1cc(OC)c(OC)c(OC)c1)c1ccccc1 (stereo not given)	-16	-1	0	-8	4	7	3.6	-0.8	5	24	0
COCCNC(=O)Cn1cc(/C=C2\C(=O)NC(=O)N(c3cccc(C)c3C)C2=O)c2ccccc21	10	53	-1	-3	-3	-4	-0.7	0.1	19	20	-1

Some of the compounds tested (hit frequency here may not be typical).
